TRb-SRC2 inh: inhibitors of human thyroid hormone receptor beta-SRC2 interaction | TRbeta-SRC2 peptide binding, fluorescence polarization; receptor liganded with 1 µM T3 | Potency, µM (titrated, usually from 106 µM), for inactives: at the top dose activity change, negative = inhibition, hits mostly inhibitors | hit rate 0.065% among 280,000;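 also: plate controls were bound peptide for no effect and peptide without receptor for full effect; nearly all actives have a fitted effect of over 50% in size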
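Human TRb LBD (0.6 uM) plus Texas Red-labeled SRC2 peptide (20 nM), 1uM T3, 5% DMSO, 5 hr at ambient temperature. Decreased polarization (555/632 nm) flags inhibition; data normalized to free and bound peptide controls.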
L3MBTL1 block: inhibitors of human L3MBTL1 | Q9Y468 | AlphaScreen L3MBTL1–H3K9me1 peptide binding | Potency, µM (top dose mostly 57.1 µM), for the others: top-dose activity, negative = inhibition, usual class: inhibitors | hit rate 0.66% among 230,000 | AID 485360; also: nearly all actives have a fitted effect of over 60% in size
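AlphaScreen assay: L3MBTL1 (50 nM final) was preincubated 30 min at room temperature with biotinylated H3(1-15)K9me1 peptide (75 nM final), then 30 min with library compounds; streptavidin donor and nickel chelate acceptor beads (10 ug/mL final) added, 30 min dark.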
RECQ1 helicase: inhibitors of human RECQ1 DNA helicase; P46063; RECQ1 DNA unwinding, red fluorescence kinetic read; Potency, µM (titrated, usually from 57.3 µM), inactives show top-dose activity, negative = inhibition, most hits filed as inhibitors; hit rate 0.54% among 240,000;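 also: plate controls were vehicle for no effect and no enzyme for full effect; nearly all actives have a fitted effect of over 30% in size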
Target sequence (P46063 whole entry, looked up): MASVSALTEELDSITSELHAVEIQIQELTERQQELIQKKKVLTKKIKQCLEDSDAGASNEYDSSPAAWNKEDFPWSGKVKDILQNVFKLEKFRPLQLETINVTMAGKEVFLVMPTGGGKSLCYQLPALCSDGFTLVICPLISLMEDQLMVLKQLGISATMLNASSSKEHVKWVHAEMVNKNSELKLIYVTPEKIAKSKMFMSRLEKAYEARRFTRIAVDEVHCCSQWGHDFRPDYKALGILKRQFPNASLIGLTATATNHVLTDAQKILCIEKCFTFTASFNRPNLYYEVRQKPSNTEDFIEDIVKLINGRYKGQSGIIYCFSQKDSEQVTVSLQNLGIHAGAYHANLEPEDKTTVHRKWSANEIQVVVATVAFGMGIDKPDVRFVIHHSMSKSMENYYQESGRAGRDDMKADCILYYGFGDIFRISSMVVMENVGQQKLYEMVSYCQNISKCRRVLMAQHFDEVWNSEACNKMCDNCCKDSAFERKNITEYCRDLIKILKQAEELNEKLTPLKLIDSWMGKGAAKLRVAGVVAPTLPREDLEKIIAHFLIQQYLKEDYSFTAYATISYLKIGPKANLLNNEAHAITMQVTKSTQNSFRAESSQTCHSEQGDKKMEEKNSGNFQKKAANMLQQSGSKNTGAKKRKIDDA
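50 nM RECQ1T1 preincubated 15 min with compound in Tris pH 8.0 buffer with MgCl2, DTT, Tween-20 and 2.5 ug/ml poly(dI-dC); started with 200 nM TAMRA/BHQ-2 forked duplex and 2 mM ATP. Unwinding read as fluorescence (525/598 nm), two reads 2 h apart.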
aGlu spleen mod: lysosomal alpha-glucosidase (human) modulation. P10253. human spleen homogenate, 4-MU-alpha-glucoside fluorescence. Potency, µM (highest dose often 79.9 µM), for the others: at the top dose activity change, negative = inhibition, most hits filed as inhibitors. hit rate 0.006% among 240,000;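 also: 0% = enzyme with vehicle and -100% = no enzyme basal signal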
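Compounds were titrated against alpha-glucosidase in spleen homogenate at pH 5.0, with 1 mM 4-methylumbelliferyl substrate for 40 min at 37 C. Reactions were quenched with pH 10 NaOH/glycine and fluorescence measured.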
RGS12 GoLoco inh: blocks human Gai1 binding to RGS12 GoLoco peptide, red readout; Gai1:RGS12 GoLoco peptide FP, rhodamine, 10 min; P63096; hit rate 0.44% among 230,000; Potency, µM (doses to about 61.6 µM), without a hit: at the highest dose activity, negative = inhibition, actives largely listed as inhibitors; active = well fitted inhibition curve with a large enough effect, not every such curve was filed as active; inactive = no such curve, though single readings can be large or run the other way; also: nearly all actives have a fitted effect of over 30% in size; many of its hits are not listed in these tables
Target sequence (P63096 whole entry, looked up): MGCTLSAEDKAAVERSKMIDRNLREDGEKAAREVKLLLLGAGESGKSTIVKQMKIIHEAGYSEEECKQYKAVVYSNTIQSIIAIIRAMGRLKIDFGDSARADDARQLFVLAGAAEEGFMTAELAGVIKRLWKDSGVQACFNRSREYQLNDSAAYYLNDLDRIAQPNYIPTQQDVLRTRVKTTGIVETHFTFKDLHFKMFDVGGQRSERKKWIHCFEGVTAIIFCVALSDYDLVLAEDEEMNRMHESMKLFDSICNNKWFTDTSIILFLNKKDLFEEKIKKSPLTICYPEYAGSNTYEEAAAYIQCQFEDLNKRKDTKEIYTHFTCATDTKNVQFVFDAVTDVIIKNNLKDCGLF
GAA inh: inhibitors of human lysosomal alpha-glucosidase; purified human GAA, 4-MU-alpha-glucoside fluorescence; Potency, µM (titrated, usually from 76.9 µM), inactives show at the highest dose activity change, negative = inhibition, most hits filed as inhibitors; hit rate 0.005% among 200,000; AID 1466;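 also: plate controls were uninhibited enzyme wells for no effect and no-enzyme background for full effect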
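qHTS format, compound range up to 77 uM. Human lysosomal enzyme at 4 nM, 400 uM 4-MU glucoside substrate, pH 5.0, 20 min room temperature; fluorescence after alkaline stop gives activity normalized to controls.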
GAA glycogen: inhibitors or activators of human alpha-glucosidase glycogen cleavage; P10253; recombinant GAA, glycogen substrate, Amplex Red glucose oxidase fluorescence; Potency, µM (doses to about 76.4 µM), without a hit: top-dose activity change, negative = inhibition, most hits filed as inhibitors; hit rate 0.38% among 300,000; AID 2100;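 also: 0% = full enzyme reaction and -100% = no-enzyme basal signal; the screen sought inhibitors and activators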
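Recombinant enzyme (4 nM final) with compounds titrated up to 77 uM and bovine liver glycogen (30 ug) in citrate pH 5.0, 0.01% Tween-20, 37 C 40 min. Released glucose detected by Amplex Red/glucose oxidase (Ex 573/Em 610); AC50 from Hill fits.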
TexasRed fluor: counter-screen for TRb-SRC2 inhibitors: fluorescence interference. TRb/SRC2 Texas Red total fluorescence interference. hit rate 0.29% among 280,000. Potency, µM (series often up to 106 µM), for the others: at the highest dose fluorescence change, negative = quenching; active = well fitted curve in either direction with a large enough effect; inconclusive = small, poorly fitted or top-dose-only effect
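Human TRβ ligand-binding domain (0.6 uM) and Texas Red SRC2 peptide (20 nM) in Tris buffer with 1 uM T3 and 5% DMSO were incubated with pinned compound for 5 hr at ambient temperature. Total fluorescence was computed as S + 2P (555/632 nm).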
* hit, by the source's call; i = inactive; ? = inconclusive; . = no result given; & = joins results of further samples; [ ] = dose if it differs, or a comment. Unless noted, calls follow the shape of the dose curve; as a rule, active = well fitted curve in the direction sought with a large enough effect; inconclusive = small, poorly fitted or top-dose-only effect, or another doubt; inactive = no such curve, though single readings can be large; an effect the other way counts as inactive or inconclusive. Unless noted, % is scaled to controls: 0 for no effect and ±100 for the full control effect; potency is read from the fitted curve at half-maximal effect. This is a subset; the hit share may differ from the screen's.

SMILES	TRb-SRC2 inh	L3MBTL1 block	RECQ1 helicase	aGlu spleen mod	RGS12 GoLoco inh	GAA inh	GAA glycogen	TexasRed fluor
Cc1oc(-c2ccccc2)cc1C(=O)Nc1ccc2ccccc2c1	0%	-5%	4%	5%	-1%	-14%	-11%	-1%
O=C1CCCN1c1ccc(S(=O)(=O)NCCOc2ccccc2)cc1	-13%	-5%	-4%	-11%	6%	3%	0%	0%
Cc1cc(C)c(-c2c(O)c3cnn(-c4ccccc4)c3[nH]c2=O)c(C)c1	8%	2%	i	-8%	4%	-5%	-2%	-2%
CCCCCCCC#Cc1ccccc1/C=N/S(=O)C(C)(C)C (stereo unspecified)	7%[11.2 µM]	.	2%[11.5 µM]	-5%[17.4 µM]	.	.	.	3%[11.2 µM]
COC(=O)C1=C(C(=O)OC)SC2(S1)C(C(=O)OC)=C(C(=O)OC)SC1=C2c2cc(C)cc(C)c2NC1(C)C	0%	.	11%	-8%	4%	-5%	5%	1%
COCCCn1c(=O)/c(=C\c2ccccc2OC(C)C)s/c1=C(/C#N)C(=O)Nc1ccc(C(=O)O)cc1	4%	-9%	?	2%	45%[activator]	.	5%	-4%
COc1ccc(CC(NC(C)=O)C(=O)NC2CCN(C(=O)c3ccc([N+](=O)[O-])cc3)CC2)cc1OC (stereo unspecified)	-1%	.	10%	2%	0%	.	5%	0%
Cn1nnnc1SCCNS(=O)(=O)c1ccccc1	-11%	3%	i	-1%	-1%	2%	7%	1%
CCn1cc(C(=O)NP(=O)(Nc2ccc(C)cc2)Nc2ccc(C)cc2)c2ccccc21	1%	8%	12%	4%	3%	-2%	6%	2%
CCOC(=O)COc1c(-c2ccc(OC)cc2)oc2ccccc2c1=O	-20%	0%	-9%	-5%	-7%	?	-4%	-1%
CC(C)NCCCCOc1ccccc1-c1ccccc1	1%	8%	16%	-2%	-6%	-1%	2%	-5%
CCC(=O)NCCC1CCc2ccc3c(c21)CCO3 (stereo unspecified)	0%	.	i	2%	7%	.	.	-1%
COC(=O)C1=C(CSc2nnnn2C)NC(=O)NC1c1cc(C)ccc1C (stereo unspecified)	8%	.	5%	-19%	5%	-4%	-16%	0%
O=C(O)COc1ccc(Nc2ccccc2)cc1	-1%	-22%	i	2%	-4%	9%	8%	-3%
COc1ccc(OC)c(/C=N/NC(=O)CCc2c(C)n[nH]c2C)c1	2%	6%	-13%	?	12%	.	3%	-7%
Cc1ccc(C)c(S(=O)(=O)N/N=C/c2ccc(C(=O)O)cc2)c1	-1%	7%	-5%	3%	16%	3%	9%	-2%
CCOc1ccc(NC(=O)C(=O)N/N=C/c2ccccc2F)cc1	-9%	-7%	-2%	-12%	-9%	13%	-8%	0%
S=c1[nH]nc(Cn2nnc3ccccc32)n1-c1ccc(Cl)cc1	9%	6%	0%	-4%	2%	3%	-12%	0%
O=C(COc1ccccc1)Nc1sc2c(c1C(=O)NCc1cccnc1)CCCC2	3%	0%	-2%	-14%	9%	1%	2%	-1%
COc1cccc2c(=O)n(CC(=O)Nc3ccc(F)cc3F)ccc12	0%	5%	i	2%	11%	4%	-5%	0%
N#CCO/N=C/C(=O)Nc1ccc(F)cc1F	-4%	2%	i	-19%	9%	-6%	-10%	-1%
O=C(Nc1ccc(-c2nc3cccnc3s2)cc1)c1cccnc1Cl	1%	-1%	0%	2%	4%	.	2%	0%
Cc1cc(C)cc(NC(=S)NC2CC3CCCC(C2)N3CC(C)C)c1 (stereo unspecified)	-4%	-2%	-6%	-2%	17%	8%	-13%	1%
COc1cc(OC)c(OC)cc1/C=N/NC(=O)c1cc(-c2cccn2C)n[nH]1	0%	-25%	i	-8%	8%	-1%	-8%	-9%
COCCCN1CN(Cc2ccco2)CNC1=S	-1%	2%	0%	2%	1%	.	8%	-5%
CCC(C)(C)NC(=O)C(c1ccccc1F)N(Cc1ccco1)C(=O)c1csnn1 (stereo unspecified)	0%	5%	i	4%	.	3%	8%	1%
Cc1ccc(C)c(SCC(=O)OCC(=O)Nc2ccc(S(=O)(=O)N3CCOCC3)cc2)c1	-11%	3%	-12%	-7%	1%	-15%	-22%	0%
COc1ccccc1-c1nnc(NC(=O)C(C)C)s1	-8%	0%	i	0%	6%	0%	2%	1%
CCS(=O)(=O)N1CCN=C1SCc1cccnc1	0%	.	i	-5%	-4%	5%	7%	1%
Cc1c(Cc2ccccc2)c(NCCN(C)C)n2c(nc3ccccc32)c1C#N	-5%	16%	-5%	1%	7%	.	1%	0%
CC1CCCC(NC(=O)NC(=O)CCl)C1C (stereo unspecified)	-2%	-2%	6%	-3%	-2%	1%	-1%	-2%
COc1cc(NC(=S)N2CCCC(CO)C2)c(OC)cc1Cl (stereo unspecified)	-2%	1%	-2%	5%	-8%	1%	9%	-3%
Cc1oc(C)c(S(=O)(=O)NCc2cccs2)c1C(=O)O	7%	11%	11%	7%	3%	-6%	7%	0%
CCOC(=O)c1cc(-c2ccc(OC)cc2)nn1-c1ccc(C(=O)O)cc1	2%	0%	i	2%	5%	2%	7%	-1%
COc1ccc(/C=N/NC(=O)c2ccccc2)cc1OS(=O)(=O)c1ccccc1	4%	-9%	i	1%	1%	-11%	-18%	1%
COc1ccccc1[C@H]1C(c2ccc(F)cc2)=NN(c2ccccc2)[C@@H]1CO	1%	68%[activator]	i	?	6%[88.7 µM]	.	.	-10%

Structural class: those above with two or more sulfur atoms.
SMILES	TRb-SRC2 inh	L3MBTL1 block	RECQ1 helicase	aGlu spleen mod	RGS12 GoLoco inh	GAA inh	GAA glycogen	TexasRed fluor
COC(=O)C1=C(C(=O)OC)SC2(S1)C(C(=O)OC)=C(C(=O)OC)SC1=C2c2cc(C)cc(C)c2NC1(C)C	0%	.	11%	-8%	4%	-5%	5%	1%
Cn1nnnc1SCCNS(=O)(=O)c1ccccc1	-11%	3%	i	-1%	-1%	2%	7%	1%
Cc1ccc(C)c(SCC(=O)OCC(=O)Nc2ccc(S(=O)(=O)N3CCOCC3)cc2)c1	-11%	3%	-12%	-7%	1%	-15%	-22%	0%
CCS(=O)(=O)N1CCN=C1SCc1cccnc1	0%	.	i	-5%	-4%	5%	7%	1%
Cc1oc(C)c(S(=O)(=O)NCc2cccs2)c1C(=O)O	7%	11%	11%	7%	3%	-6%	7%	0%

Remaining list, next part
SMILES	TRb-SRC2 inh	L3MBTL1 block	RECQ1 helicase	aGlu spleen mod	RGS12 GoLoco inh	GAA inh	GAA glycogen	TexasRed fluor
Cc1cccc(NC(=O)CNC(=O)COc2ccc(C(=O)c3ccc(F)cc3)cc2)c1C	-4%	9%	i	1%	0%	-3%	6%	1%
Cc1ccc(C(=O)NCc2ccc3c(c2)CCO3)cc1C	-5%	5%	0%	8%	12%	.	-4%	-1%
CCOC(=O)c1c(C)n(C)c2ccc(OC)c(NC(=O)c3cccs3)c12	-13%	-7%	-1%	3%	4%	-10%	6%	1%
COc1ccc(-c2cc(=O)c3c(O)cc(O)cc3o2)cc1O	15%	.	4%	4%	.	.	.	-15%
CCOC(=O)c1ccc(NS(=O)(=O)c2cccc3nsnc23)cc1	8%	1%	-5%	-10%	-2%	-11%	-2%	-3%
COc1ccc(N=C2C(=Nc3ccc(OC)cc3)N(c3ccccc3)C(=S)N2C(=O)c2ccc(Cl)cc2)cc1	1%	-16%	2%	-1%	-38%	-15%	-3%	-2%
COCc1[nH]nc2c1C1(C(=O)Nc3ccc(F)cc31)C(C#N)=C(N)O2 (stereo unspecified)	-1%	1%	-2%	-1%	-2%	1%[15.4 µM]	10%	-3%
CCn1cc(Cl)c(C(=O)Nc2ccccc2C(N)=O)n1	-3%	?	3%	.	9%	-12%	6%	0%
O=C(Cn1cnc2ccccc2c1=O)N(Cc1ccco1)c1ccc(O)cc1	-1%	-2%	9%	-3%	-4%	-7%	4%	-1%
CCCCCCNCc1c(F)cccc1Cl	1%	7%	-2%	0%	6%	11%	6%	-6%
COCC(C)NC(=O)c1ccccc1[N+](=O)[O-] (stereo unspecified)	2%	6%	i	-2%	2%	5%	-7%	-1%
NCCc1cnc[nH]1	3%&0%&6%&-6%&-2%&4%	-12%&7%	-12%&-1%&-10%&-6%&16%	0%&-7%&-11%&4%&7%&4%	13%&10%&8%&-9%&-5%	-4%&-17%[15.4 µM]	-5%&-1%	-4%&1%&1%&-1%&-3%&0%
O=C(NNC(=S)NCc1ccc(Cl)cc1)c1ccc2c(c1)OCO2	5%	-3%	2%	0%	16%	-7%	-2%	-2%
COc1ccc(-n2cc3c(-c4cccc(Br)c4)nnc(C)c3n2)cc1	10%[53 µM]	-13%	?	7%	17%	1%	-2%	-3%[53 µM]
Cc1ccc(S(=O)(=O)NCC(=O)N(CC(=O)NC2CCCCC2)Cc2ccco2)cc1	-5%	3%	0%	4%	-1%	-8%	2%	-1%
COc1ccccc1NC(=O)CSc1nnc(C)n1Cc1ccccc1	0%	-5%	-2%	-3%	2%	-11%	-1%	-3%
CC(=O)Nc1nc(-c2ccccc2)nc(C)c1C(C)=O	-1%	-11%[11.4 µM]	-3%	5%	12%	-2%	4%	-1%
COC(=O)C(NC(C)=O)(Nc1ccc(Br)cc1)C(=O)OC	-7%	6%	-3%	-10%	7%	3%	3%	-2%
COc1ccc(-c2coc3cc4oc(=O)c5ccccc5c4cc23)cc1F	9%	-2%	-3%	3%	2%	5%	-2%	0%
O=S(=O)(Nc1cccc(CO)c1)c1cccs1	-4%	18%	i	-3%	19%	-2%	2%	-5%
O=C(NCc1ccc(Cl)cc1)C(=O)NCC(c1ccco1)N1CCOCC1 (stereo unspecified)	3%	7%	-6%	-2%	5%	-1%	19%	-1%
CC(=O)NNC(=O)c1csc(-c2csc(C)n2)n1	2%	6%	-4%	5%	7%	2%[15.4 µM]	1%	1%
Cc1noc(C(=O)NC2CCCCC2)c1Cl	-3%	.	-7%	7%	3%	.	8%	0%
O=C(CN(CC1CCCO1)C(=O)c1nsc(Cl)c1Cl)NC1CCCC1 (stereo unspecified)	-2%	-7%	19%	-5%	-8%	5%	7%	-5%
